Tau fluor counter = Counterscreen qHTS for Inhibitors of Tau Fibril Formation, Fluorescence Polarization. actives 0.93% (n = 280,000). tau K18 P301L Alexa594 fluorescence, heparin fibrillization. Potency, µM (highest dose often 57.7 µM), for inactives: at the top dose activity change, negative = decrease; note: potency is the fitted concentration of half-maximal effect; % is set by controls: 0 for no effect and ±100 for the full control effect; nearly all actives have a fitted effect of over 55% in size
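Human tau K18 P301L (15 uM unlabeled, 0.24 uM Alexa 594-labeled) in 100 mM sodium acetate pH 7 with 20 uM heparin, 6 hr at 37 C. ThT 30 uM added, 1 hr ambient; Alexa 594 FP and total fluorescence read at 555/632 nm.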
Tau FP inhib = qHTS for Inhibitors of Tau Fibril Formation, Fluorescence Polarization; Microtubule-associated protein tau (Homo sapiens), P10636; actives 0.39% (n = 280,000); Potency, µM (series often up to 57.7 µM), without a hit: at the highest dose activity, negative = inhibition, usual class: inhibitors; K18 P301L tau heparin fibrillization, Alexa594 FP, 6 h; note: potency is the fitted concentration of half-maximal effect; % is set by controls: 0 for no effect and ±100 for the full control effect; nearly all actives have a fitted effect of over 55% in size
Target sequence (P10636 561-689 P618L limits assumed): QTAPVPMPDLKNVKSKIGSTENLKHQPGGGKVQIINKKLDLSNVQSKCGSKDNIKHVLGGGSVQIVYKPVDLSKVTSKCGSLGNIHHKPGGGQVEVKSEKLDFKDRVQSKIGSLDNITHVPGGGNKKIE
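Recombinant K18 P301L […], labeled with Alexa 594 at 0.24 uM over 15 uM unlabeled; heparin inducer 20 uM final; 37 C, 6 hr; FP endpoint.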
TRb-SRC2 inh = qHTS for Inhibitors of the Interaction of Thyroid Hormone Receptor and Steroid Receptor Coregulator 2 | Thyroid hormone receptor beta (Homo sapiens), P10828 | TRbeta-SRC2 peptide binding, fluorescence polarization; receptor liganded with 1 µM T3 | Potency, µM (doses to about 106 µM), without a hit: at the top dose activity change, negative = inhibition, usual class: inhibitors | actives 0.065% (n = 280,000);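 note: potency is the fitted concentration of half-maximal effect; plate controls were bound peptide for no effect and peptide without receptor for full effect; nearly all actives have a fitted effect of over 50% in size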
Target sequence (P10828 whole entry, looked up): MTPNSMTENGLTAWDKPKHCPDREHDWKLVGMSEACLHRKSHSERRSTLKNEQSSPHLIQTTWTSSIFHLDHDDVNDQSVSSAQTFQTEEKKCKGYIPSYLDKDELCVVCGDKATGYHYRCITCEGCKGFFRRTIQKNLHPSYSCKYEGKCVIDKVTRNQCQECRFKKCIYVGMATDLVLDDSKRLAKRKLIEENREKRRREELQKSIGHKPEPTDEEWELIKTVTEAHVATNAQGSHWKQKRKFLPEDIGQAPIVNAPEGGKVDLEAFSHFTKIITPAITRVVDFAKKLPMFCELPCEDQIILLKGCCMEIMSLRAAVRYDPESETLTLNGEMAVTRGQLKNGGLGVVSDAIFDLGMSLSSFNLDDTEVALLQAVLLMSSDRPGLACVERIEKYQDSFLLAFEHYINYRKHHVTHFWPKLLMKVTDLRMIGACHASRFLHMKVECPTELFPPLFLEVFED
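A fluorescence polarization screen tested compounds at multiple concentrations against complex formation between 0.6 uM TRb ligand-binding domain and 20 nM Texas Red SRC2 peptide, with 1 uM T3 present; readout after 5 hr.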
CBFb RUNX1 block = qHTS Assay for Compounds Blocking the Interaction Between CBF-beta and RUNX1 for the Treatment of Acute Myeloid Leukemia | Runt-related transcription factor 1 (Homo sapiens) + Core-binding factor subunit beta … | AlphaScreen CBFb-His/RUNX1-biotin binding, biochemical | Potency, µM (titrated, usually from 59.8 µM), inactives show at the top dose activity, negative = inhibition, hits mostly inhibitors | 230,000 tested, under 10 active | AID 1477, 2009; note: % of control where 0% means no effect
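AlphaScreen proximity signal reports loss of binding between His-tagged CBF-beta and biotin-labelled RUNX1, each at 30 nM. Proteins are pre-associated for 20 minutes, compounds added for 15 minutes, then beads for 90 minutes, all at ambient temperature.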
GLA spleen mod = qHTS Assay for Inhibitors and Activators of Human alpha-Galactosidase From Spleen Homogenate | actives 0.008% (n = 240,000) | Potency, µM (series often up to 80 µM), for the others: top-dose activity change, negative = inhibition, most hits filed as inhibitors | human spleen homogenate, 4MU-alpha-Gal fluorescence, 40 min;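 note: potency is the fitted concentration of half-maximal effect; 0% = enzyme with vehicle and -100% = no enzyme basal signal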
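Inhibition or activation of alpha-galactosidase in human spleen homogenate is scored by 4-MU fluorescence after 40 min at 37C, pH 5.0, with 1 mM substrate. AC50s come from concentration-response fitted to the Hill equation.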
TexasRed fluor = Total Fluorescence Counterscreen for Inhibitors of the Interaction of Thyroid Hormone Receptor and Steroid Receptor Coregulator 2. TRb/SRC2 Texas Red total fluorescence interference. Potency, µM (doses to about 106 µM), without a hit: at the top dose fluorescence change, negative = quenching. actives 0.29% (n = 280,000). AID 1479, 2009; active = well fitted curve in either direction with a large enough effect; inconclusive = small, poorly fitted or top-dose-only effect; note: potency is the fitted concentration of half-maximal effect; % is set by controls: 0 for no effect and ±100 for the full control effect
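Human TRb ligand-binding domain at 0.6 uM with 20 nM Texas Red SRC2 peptide in Tris buffer containing 1 uM T3 and 5% DMSO, incubated with compound 5 h at ambient temperature. Total fluorescence (555/632 nm) calculated as parallel + 2 × perpendicular.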
Epigenetic derep = Quantitative High-Throughput Screen for Regulators of Epigenetic Control. AID 1865, 2009. murine LDR cells, GFP reporter derepression, 30 h. Potency, µM (highest dose often 53.9 µM), inactives show at the top dose GFP activation, most hits filed as activators. actives 0.2% (n = 280,000); note: potency is the fitted concentration of half-maximal effect; % of control where 0% means no effect; nearly all actives have a fitted effect of over 60% in size
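Murine LDR cells bearing a silenced CMV-driven GFP reporter were exposed to compound for 30 h at 37 C. After PBS washes, GFP-positive cells (20-120 um objects) counted by laser-scanning microplate cytometry.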
NPSR antag = qHTS Assay for Antagonists of the Neuropeptide S Receptor: cAMP Signal Transduction | Q6W5P4 | CHO-NPSR cells, cAMP TR-FRET, antagonist mode | Potency, µM (series often up to 38.3 µM), for the others: at the highest dose activity change, negative = inhibition, hits mostly inhibitors | actives 1% (n = 220,000); note: potency is the fitted concentration of half-maximal effect; % is set by controls: 0 for no effect and ±100 for the full control effect; nearly all actives have a fitted effect of over 50% in size; many of its hits are not listed in these tables
Target sequence (Q6W5P4 whole entry, looked up): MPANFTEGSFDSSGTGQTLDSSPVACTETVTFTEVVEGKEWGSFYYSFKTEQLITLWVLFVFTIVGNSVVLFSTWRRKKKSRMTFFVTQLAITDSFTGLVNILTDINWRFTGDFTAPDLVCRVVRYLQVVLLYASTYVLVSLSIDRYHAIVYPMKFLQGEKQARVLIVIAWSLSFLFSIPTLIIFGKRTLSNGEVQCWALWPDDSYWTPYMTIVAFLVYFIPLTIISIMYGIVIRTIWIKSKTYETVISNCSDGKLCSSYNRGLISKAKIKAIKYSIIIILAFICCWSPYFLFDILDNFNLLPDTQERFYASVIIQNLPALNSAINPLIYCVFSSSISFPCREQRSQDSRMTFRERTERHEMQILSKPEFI
* marks the source's active call; other numbers are inactive results; ? = inconclusive; nt = no result given; [ ] = remark or other dose. Unless noted, calls come from the whole dose curve; as a rule, active = well fitted curve in the direction sought with a large enough effect; inconclusive = small, poorly fitted or top-dose-only effect, or another doubt; inactive = no such curve, though single readings can be large; an effect the other way counts as inactive or inconclusive.

SMILES | Tau fluor counter | Tau FP inhib | TRb-SRC2 inh | CBFb RUNX1 block | GLA spleen mod | TexasRed fluor | Epigenetic derep | NPSR antag
Cc1cccc2cc(-c3nc4c(C)cccn4c3NCc3ccco3)c(=O)[nH]c12 | -28% | 4% | 10% | -11% | -4% | -1% | 2.8% | -22%[46.1 µM]
O=c1cc(CO)oc(C(Nc2cccc([N+](=O)[O-])c2)c2ccccn2)c1O (stereo unspecified) | -17% | ? | -3% | 0%[2.36 µM] | 2% | -1% | 0.9% | -4%
S=c1[nH]nc(-c2cc3ccccc3o2)n1Cc1ccccc1 | -18% | 9% | -3% | 5% | -4% | -4% | 4.7% | 8%[46.1 µM]
COc1cccc(N=C(N)N=C(N)N)c1 | -9% | -6% | 0% | 8% | 1% | 0% | -1.8% | 14%
CCOC(=O)c1cnc(-n2nc(C)cc2C)nc1NNc1nc(C)cc(C)n1 | 3% | 1% | 3% | -2% | 2% | -3% | -0.3% | 10%
CCOC(=O)c1cccc(-c2ccc(C=O)o2)c1 | -4% | 4% | 6% | 1% | 0% | 0% | 0.0% | 11%
O=C(Nc1nc(=O)c2ccccc2s1)c1ccccc1 | -2% | -6% | 0% | 8% | -16% | -1% | 32% | -22%[46.1 µM]
CCCCCN1CC(O)=C(c2ccccc2)C1=N | -12% | 2% | -18% | 6% | 4% | -2% | 1.3% | -10%[46.1 µM]
Cc1ccc(S(=O)(=O)/N=S(/c2ccccc2)C(C)C)cc1 (stereo unspecified) | -7% | ? | 2% | 5% | 7% | -4% | 0.0% | -26%
N#Cc1cccc(NC(=O)Cc2ccccc2)c1 | -6% | -6% | -8% | 5% | 3% | 2% | -2.0% | 12%
O=C(Cc1c2ccccc2nc2ccccc12)c1ccccc1 | -10% | -3% | 2% | 4% | ? | 3% | 0.1% | -2%
Cc1noc2c1C(c1ccc(N(C)C)cc1)C1=C(CC(C)(C)CC1=O)N2 (stereo unspecified) | -26% | ? | -3% | 6% | -3% | -5% | 0.0% | -8%[46.1 µM]
CCOc1ccc2nc(SCC(=O)NC(=O)C(C)C)sc2c1 | -16% | -9% | 1% | 6% | -11% | -6% | 2.8% | -7%
CN(C(=O)COC(=O)c1ccc(Cl)nc1)C1CCS(=O)(=O)C1 (stereo unspecified) | 1% | -8% | -3% | -3% | -9% | -2% | -1.4% | 8%
C[C@]12CCC3C(CC=C4C[C@@H](O)CC[C@@]43C)C1CCC2[C@]1(C)CCC(=O)O1 (stereo partly specified) | -19% | -6% | 2% | 11% | -3% | 0% | -0.4% | 8%
COc1ccc(C=C(C(C)=O)C(C)=O)cc1OC | -3% | -4% | 2% | 9% | 1% | -4% | 1.2% | 20%[46.1 µM]
O=C(COc1ccc2ccc(=O)oc2c1)Nc1ccc(N2CCOCC2)cc1 | -10% | 0% | -4% | -1% | 17% | 0% | 0.0% | 18%
CC(=O)c1sc2c(c1OC(=O)c1ccc(Cl)cc1Cl)c(=O)n(-c1ccccc1)c(=S)n2-c1ccccc1 | -15% | -12% | -8% | -3% | -6% | 4% | 3.1% | ?
COc1cccc(C(=O)NCc2n[nH]c(=S)n2-c2cccc(C)c2)c1 | -3% | 4% | -5% | 9% | 5% | 0% | -1.1% | -1%[46.1 µM]
C=CCn1c(SC(C)C(=O)NCc2ccc3c(c2)OCO3)nnc1C1CCCCC1 (stereo unspecified) | 7% | -2% | -3% | 4% | -16% | -4% | 0.0% | -24%[46.1 µM]
CNC(=O)CN(c1cc(OCCOC)c(Cl)cc1Cl)S(=O)(=O)c1ccc(OC)cc1 | 1% | 3% | -1% | 8% | 12% | -5% | 1.3% | -7%
COc1ccc(C(=O)NNc2ncnc3c2cnn3-c2ccc(C)cc2C)cc1 | -12% | -6% | 8% | nt | nt | -3% | 1.4% | nt
Cc1ccc(-c2nc(CN3CCN(c4cnccn4)CC3)c(C)o2)o1 | -8% | 2% | -10% | 24% | -6% | -2% | 1.1% | 9%
CCn1cc(C(=O)NCCN(CC(C)C)CC(C)C)c(=O)c2cc(S(=O)(=O)N(C)C3CCCCC3)ccc21 | -10% | -9% | -6% | nt | nt | 0% | 1.2% | nt
Cc1onc(-c2c(F)cccc2Cl)c1C(=O)OCC(=O)NC(c1ccccc1)c1ccccc1 | -27% | 0% | -15% | 5% | 5% | -1% | 0.4% | ?
CCOc1ccccc1NC(=O)Cn1c(=O)n(Cc2ccccc2)c(=O)c2c(C)c(C)sc21 | -16% | ? | 1% | nt | nt | -18% | 0.8% | nt
CCCCN(CCCC)Cc1ccc(C(=O)NN)o1 | -15% | -9% | 1% | 10% | -6% | -2% | -3.5% | 15%
COc1ccc(CN2CCN(C(=O)c3cccnc3)CC2)cc1Br | -7% | -4% | 3% | 8% | 8% | 1% | -0.9% | 12%[46.1 µM]
CCOc1ccccc1Nc1nc(N)nc(CN2CCCCC2C)n1 (stereo unspecified) | 8%[2.34 µM] | -2% | -3%[53 µM] | 9% | -9% | 0%[53 µM] | -1.1% | -8%
CC(C)Sc1nnc(NC(=O)c2ccco2)s1 | -6% | -2% | 10% | 6% | 2% | -5% | 0.0% | -4%
COc1ccc(C2=NOC(C(=O)O)C2)cc1 (stereo unspecified) | -5% | 3% | 2% | 0% | 13% | -3% | 0.0% | -5%[46.1 µM]
COc1ccc2cc(Br)ccc2c1CC(=O)NC(C)(C)C | -2% | -2% | -6% | -2% | -2% | 0% | -1.8% | -46%
Cc1cccc(C(=O)Nc2nnc(S(=O)(=O)N(C)Cc3ccc(Cl)cc3)s2)c1 | -19% | -8% | 2% | nt | nt | -1% | -1.3% | nt
CN1CCN(C(=O)CCc2ccc(S(=O)(=O)NC3CCCCC3)cc2)CC1 | -12% | -3% | 3% | -7% | -6% | 0% | 1.4% | 7%
Cn1c(CNC(=O)c2cccs2)nnc1SCC(=O)Nc1ccccc1 | 9% | 2% | 1% | 4% | 0% | -3% | 10.0% | 12%
COCCCNCC(O)COc1cccc2[nH]c(C)cc12 (stereo unspecified) | -8% | -6% | 0% | -10% | 3% | -3% | -1.3% | 7%
COc1ccc(CC(=O)n2[nH]c(=O)c3ccccc3c2=O)cc1OC | -7% | 9% | -1% | 6% | 3% | -8% | 0.0% | -6%
COc1ccc(C2(C(=O)NCCCN(C)C)CCOCC2)cc1 | 6% | 0% | -13% | 18% | 4% | 0% | -0.8% | 5%[46.1 µM]
O=C(NNC(=S)Nc1ccccc1C(F)(F)F)C1CC1 | -12% | -1% | -3% | 5% | -2% | 2% | -1.0% | -35%
Cc1ccc(S(=O)(=O)NCCCCCC(=O)Nc2c(C)n(C)n(-c3ccccc3)c2=O)cc1 | 8% | 4% | -4% | -3% | 0% | 0% | -3.2% | 6%
CCCCN(C)S(=O)(=O)c1ccc(C(=O)Nc2nnc(C3=COCCO3)o2)cc1 | -8% | -2% | -3% | -18% | -12% | -1% | -4.7% | -27%
COc1ccc(/C=N/N(C(C)=O)c2nc(-c3ccc(C)cc3)cs2)cc1 | 1% | -10% | -14% | 5% | 7% | -3% | -1.1% | -6%[46.1 µM]
CN(C)S(=O)(=O)c1ccc(/C(O)=C2/C(=O)C(=O)N(Cc3cccnc3)C2c2ccncc2)cc1 (stereo unspecified) | -6% | ? | 2% | 0% | -15% | 1% | -2.0% | 4%[46.1 µM]
Cc1ccc(OCC(=O)N2CCCCCC2)c(C)c1 | 8% | 3% | -5% | 6% | 1% | 0% | -2.1% | -1%[46.1 µM]
O=C1C(Cl)=C(NCCc2ccccc2)C(=O)N1CCc1ccccc1 | -8% | -1% | -4% | 3% | -10% | -5% | ? | ?

Compound profiles, from the list above:
Entry for Cc1cccc(C(=O)Nc2nnc(S(=O)(=O)N(C)Cc3ccc(Cl)cc3)s2)c1 → Tau fluor counter = -19%; Tau FP inhib = -8%; TRb-SRC2 inh = 2%; CBFb RUNX1 block = nt; GLA spleen mod = nt; TexasRed fluor = -1%; Epigenetic derep = -1.3%; NPSR antag = nt
Entry for COc1ccc(/C=N/N(C(C)=O)c2nc(-c3ccc(C)cc3)cs2)cc1 → Tau fluor counter = 1%; Tau FP inhib = -10%; TRb-SRC2 inh = -14%; CBFb RUNX1 block = 5%; GLA spleen mod = 7%; TexasRed fluor = -3%; Epigenetic derep = -1.1%; NPSR antag = -6%[46.1 µM]
Entry for Cc1ccc(OCC(=O)N2CCCCCC2)c(C)c1 → Tau fluor counter = 8%; Tau FP inhib = 3%; TRb-SRC2 inh = -5%; CBFb RUNX1 block = 6%; GLA spleen mod = 1%; TexasRed fluor = 0%; Epigenetic derep = -2.1%; NPSR antag = -1%[46.1 µM]

Additional compounds follow.
SMILES | Tau fluor counter | Tau FP inhib | TRb-SRC2 inh | CBFb RUNX1 block | GLA spleen mod | TexasRed fluor | Epigenetic derep | NPSR antag
O=C(CN1C(=O)c2ccccc2S1(=O)=O)NCCSC1CCCCC1 | 0% | 3% | 10% | 0% | 2% | 0% | -2.1% | -6%[46.1 µM]
NC(=O)c1cccnc1Oc1ccc(Cl)cc1Cl | -13% | -9% | 3% | 7% | 6% | 0% | 2.4% | -10%
CCOc1ccccc1NC(=O)Cn1c(=O)n(Cc2ccccc2)c(=O)c2c3c(sc21)CN(C(C)=O)CC3 | -24% | -6% | 3% | nt | nt | -25% | 0.0% | nt
C#CCOCCOCCOCCNc1nc(N2CCN(C(=O)[C@H](Cc3ccc(O)cc3)n3cc([C@@H](N)C(C)CC)nn3)CC2)nc(N2CCN(C(=O)[C@H](CCCCN)n3cc([C@@H](N)CO)nn3)CC2)n1 (stereo partly specified) | -11% | -6% | -6% | 0% | 6% | 0% | -1.3% | -40%

A portion of the library; count on the stated rates, not on these rows.
